Screens: PubChem, National Center for Advancing Translational Sciences (NCATS)
GLP1R inv ag: qHTS of GLP-1 Receptor Inverse Agonists (Inhibition Mode) | Glucagon-like peptide 1 receptor (Homo sapiens), P43220 | HEK293 GLP-1R CRE-luciferase, luminescence, 24 h; GLP-1R form is constitutively active | Potency, µM (doses to about 38.3 µM), for the others: top-dose activity change, negative = inhibition, hits mostly inhibitors | 1.6% of 410,000 active | AID 624417, 2012; also: potency is read from the fitted curve at half-maximal effect; % is scaled to controls: 0 for no effect and ±100 for the full control effect; nearly all actives have a fitted effect of over 55% in size
Target sequence (P43220 whole entry, looked up): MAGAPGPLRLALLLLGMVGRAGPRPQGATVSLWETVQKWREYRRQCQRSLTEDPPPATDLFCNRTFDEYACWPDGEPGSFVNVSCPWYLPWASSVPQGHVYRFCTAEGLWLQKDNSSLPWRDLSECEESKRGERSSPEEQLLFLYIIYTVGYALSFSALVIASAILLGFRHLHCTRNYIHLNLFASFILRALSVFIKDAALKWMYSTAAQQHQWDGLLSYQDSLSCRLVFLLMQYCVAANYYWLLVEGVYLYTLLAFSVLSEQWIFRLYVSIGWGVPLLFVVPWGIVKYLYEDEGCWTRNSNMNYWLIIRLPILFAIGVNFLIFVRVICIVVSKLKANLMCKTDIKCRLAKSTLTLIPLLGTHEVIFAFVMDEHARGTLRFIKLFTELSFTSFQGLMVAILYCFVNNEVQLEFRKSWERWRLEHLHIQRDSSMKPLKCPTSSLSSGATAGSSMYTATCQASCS
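Inverse agonism was detected as reduced cAMP-driven luciferase luminescence after 24 h compound treatment. The cells were HEK293 clones expressing constitutively active human GLP-1R with the reporter. Reporter-only and GPR119 cell lines served as counterscreen controls.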
EPAC1 antag: qHTS for Antagonist of cAMP-regulated guanine nucleotide exchange factor 3 (EPAC1): primary screen. Rap guanine nucleotide exchange factor 3 (Homo sapiens), O95398. EPAC1 GEF assay, Rap1b-BODIPY-GDP exchange fluorescence. AID 720709, 2013. Potency, µM (top dose mostly 115 µM), inactives show top-dose activity change, negative = inhibition, hits mostly inhibitors. 0.14% of 360,000 active;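 also: potency is read from the fitted curve at half-maximal effect; plate controls were vehicle for no effect and positive control for full effect; nearly all actives have a fitted effect of over 50% in size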
EPAC1 agonist: qHTS for Agonist of cAMP-regulated guanine nucleotide exchange factor 3 (EPAC1): primary screen; AID 720707, 2013; Potency, µM (titrated, usually from 154 µM), for the others: at the top dose activation, actives largely listed as activators; 0.073% of 360,000 active; Rap guanine nucleotide exchange factor 3 (Homo sapiens), O95398; EPAC1 agonist qHTS, biochemical assay; response scale: 100% = response to 6.5 mM cAMP; also: potency is read from the fitted curve at half-maximal effect; nearly all actives have a fitted effect of over 60% in size
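Read-out is the fluorescence drop as BODIPY-GDP leaves Rap1B (480 nm excitation, 540 nm emission), recorded every 5 minutes over 30 minutes. Reactions held 100 nM EPAC1, 250 nM Rap1B–BODIPY-GDP and 50 uM GDP, with 6.5 mM cAMP setting full activation.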
PI5P4Ka inh: qHTS for Inhibitors of phosphatidylinositol 5-phosphate 4-kinase (PI5P4K); PI5P4Kalpha enzyme, ADP-Glo luminescence, 60 min; hits give low values; Phosphatidylinositol 5-phosphate 4-kinase type-2 alpha (Homo sapiens), P48426; 1.2% of 330,000 active; max response, %; active = max response of -50% or lower; inconclusive = between -30% and -50%; inactive = -30% or higher; also: value at the top dose of about 77 µM; % is scaled to controls: 0 for no effect and ±100 for the full control effect
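Compounds were pin-transferred onto PI5P4Kalpha and substrate in HEPES pH 7.4 buffer with EGTA, CHAPS and 5% DMSO. ATP (5 microM final) started the reaction, which ran 60 minutes at room temperature before ADP-Glo detection.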
IL-2 act: qHTS of IL-2 Activators; AID 652025, 2013; 0.065% of 360,000 active; activation, % (series mostly up to about 46 µM); IL-2 activation reporter assay, cell-based qHTS; stimulated with anti-CD3/CD4/CD28 beads; in transgenic mouse T cells; in the data active = activation above about 50%; inconclusive = mostly about 30% to 49%; also: 0% is about no effect
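Unstimulated transgenic mouse T cells, 750 per well, received compound and, after 60 minutes, anti-CD3/anti-CD4 bead plus anti-CD28 stimulation. EGFP and DsRed were quantified after 18 hours.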
GLP-1R agonist: qHTS of GLP-1 Receptor Agonists | AID 624172, 2012 | HEK293 GLP-1R CRE-luciferase, luminescence, 4-6 h; cells express a hypersensitive GLP-1R form | Potency, µM (titrated, usually from 45.6 µM), without a hit: top-dose activation, actives largely listed as activators | Glucagon-like peptide 1 receptor (Homo sapiens), P43220 | 0.007% of 380,000 active; also: potency is read from the fitted curve at half-maximal effect; % of control where 0% means no effect
GLP1R cytotox: qHTS of GLP-1 Receptor Inverse Agonists: Cytotox Screen | 0.13% of 410,000 active | AID 624418, 2012 | HEK293 cAMP-luciferase reporter cells, luminescence, 24 h | Potency, µM (top dose mostly 38.3 µM), for the others: top-dose activity change, negative = inhibition, usual class: inhibitors;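 also: loss of luciferase light is scored as toxicity; potency is read from the fitted curve at half-maximal effect; % is scaled to controls: 0 for no effect and ±100 for the full control effect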
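Compound-treated cells are incubated 24 hr at 37 deg C under 5% CO2 after a 12 hour attachment period, then luciferase detection reagent is added and luminescence is measured following 12 min at room temperature; lowered signal indicates toxicity.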
PLK1 PBD block: qHTS for Inhibitors of PLK1-PDB (polo-like kinase 1 - polo-box domain): Primary Screen; Serine/threonine-protein kinase PLK1 (Homo sapiens), P53350; Plk1 PBD binding of FITC phosphopeptide, fluorescence polarization; Potency, µM, for the others: max response, negative = inhibition, most hits filed as inhibitors; 2.8% of 360,000 active; also: potency is read from the fitted curve at half-maximal effect; series mostly up to about 57 µM; % is scaled to controls: 0 for no effect and ±100 for the full control effect; nearly all actives have a fitted effect of over 65% in size
Target sequence (P53350 whole entry, looked up, the tested form may be a part): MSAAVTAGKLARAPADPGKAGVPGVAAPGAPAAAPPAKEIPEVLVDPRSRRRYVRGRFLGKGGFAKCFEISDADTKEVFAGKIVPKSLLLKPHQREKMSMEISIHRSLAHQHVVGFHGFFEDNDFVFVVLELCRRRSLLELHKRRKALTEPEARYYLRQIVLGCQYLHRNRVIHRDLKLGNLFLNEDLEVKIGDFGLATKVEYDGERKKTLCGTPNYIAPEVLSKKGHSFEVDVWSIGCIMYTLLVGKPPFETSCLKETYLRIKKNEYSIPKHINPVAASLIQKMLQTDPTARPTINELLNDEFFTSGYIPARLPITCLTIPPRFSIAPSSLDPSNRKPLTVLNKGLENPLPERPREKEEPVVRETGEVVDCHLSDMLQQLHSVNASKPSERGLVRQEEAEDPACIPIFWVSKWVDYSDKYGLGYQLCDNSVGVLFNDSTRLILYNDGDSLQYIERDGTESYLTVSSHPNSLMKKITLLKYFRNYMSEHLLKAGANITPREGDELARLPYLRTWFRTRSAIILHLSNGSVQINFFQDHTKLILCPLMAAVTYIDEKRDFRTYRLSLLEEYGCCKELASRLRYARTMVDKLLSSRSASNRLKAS
PTHR1 ag: qHTS for PTHR1 Agonists: Primary Screen; Parathyroid hormone/parathyroid hormone-related peptide receptor (Homo sapiens), Q03431; HEK293 GP2 PTHR1 cells, GloSensor cAMP luminescence, 1 h; Potency, µM (series often up to 115 µM), without a hit: top-dose activation, hits mostly activators; 0.075% of 410,000 active; AID 743266, 2014; also: potency is read from the fitted curve at half-maximal effect; nearly all actives have a fitted effect of over 55% in size; some results filed as inactive show a strong effect at the top dose; inactives centre near -15; many of its hits are not listed in these tables
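HEK-293-derived GP2 cells expressing PTHR1 and a GloSensor cAMP reporter, 3,000/well, plated overnight, given luciferin plus IBMX (each 0.5 mM as added) for 1 h at 37 °C, then compound for 1 h at 37 °C. Luminescence was read after 15 min at room temperature.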
Active calls of the source: *; i = inactive; ? = inconclusive; · = not tested or not shown; & = joins results of further samples; [ ] = another dose, or the depositor's remark. Unless noted, calls follow the shape of the dose curve; as a rule, active = well fitted curve in the direction sought with a large enough effect; inconclusive = small, poorly fitted or top-dose-only effect, or another doubt; inactive = no such curve, though single readings can be large; an effect the other way counts as inactive or inconclusive. These rows are one share of the data; rates above refer to the full screens.

SMILES	GLP1R inv ag	EPAC1 antag	EPAC1 agonist	PI5P4Ka inh	IL-2 act	GLP-1R agonist	GLP1R cytotox	PLK1 PBD block	PTHR1 ag
CCCOc1ccc(-c2cn3ccccc3n2)cc1	7.1µM*	11%	2%	-3	0.4	-3%	12%	-4%	-82%[inhibitor]
Cn1c(O)c(/C=C2\C=Nc3ccccc32)sc1=Nc1ccc(C(=O)O)cc1	30%	1%	-12%	-66*	0.0	0%	-7%	-22%	-4%
CC1CC(=O)Nc2ccc([N+](=O)[O-])cc2N1C (configuration not stated)	6%	-10%	9%	-1	-0.2	-2%	16%	-8%	-13%
CCCCn1nnnc1C(c1cc2ccccc2o1)N1CCN(C(=O)OC(C)(C)C)CC1 (configuration not stated)	-10%	-3%	-7%	0	2.0	12%	5%	-13%	-4%
Cc1ccc(C)c(Cn2nnc3c(=O)[nH]c(C4CCN(S(=O)(=O)c5ccc(S(=O)(=O)N(C)C)cc5)CC4)nc32)c1	?	-1%	-8%	-7	0.2	2%	-18%	-8%	-21%
Cc1cc(C)c(O)c(-c2n[nH]c3c2C(c2cccc(O)c2)N(Cc2ccco2)C3=O)c1 (configuration not stated)	?	-16%	0%	6	-2.1	12%	?	-10%	?
COCCNCC(=O)Nc1ccc(OC(F)(F)F)cc1	2%	-9%	3%	12	2.0	6%	-2%	-3%	-1%
O=[N+]([O-])c1cccc(C2CC(c3ccccc3)=NN2c2ccccc2)c1 (configuration not stated)	?	-14%	13%	-6	-1.2	-5%	-8%	-11%	-11%
CCc1nnc(N/N=C\c2ccc(OC(C)=O)c(OC)c2)n1N	1%	1%	-1%	-2	0.2	-8%	13%	-3%	-35%[inhibitor]
CCOc1ccc(OCC)c(NC(=O)CSc2nc3ccccc3c(=O)n2C)c1	-1%	0%	7%	1	-1.6	2%	-6%	1%	-91%[inhibitor]
Cc1cccc(NC(=O)C2CCCN(S(=O)(=O)c3ccc4c(c3)oc(=O)n4C)C2)c1 (configuration not stated)	-12%&10%	0%	3%	1	0.2	12%	1%&6%	-5%	-1%
Cc1cc(C)c(S(=O)(=O)Nc2cccc3nsnc23)c(C)c1	-7%	-6%	0%	11	6.4	-2%	18%	-9%	-27%
COC(=O)c1sc(N2CCCCC2)c(C#N)c1N	46%[activator]	-12%	0%	-18	-1.8	7%	12%	-5%	6%
COC(=O)c1ccc(CNC(=O)c2ccc3c(c2)S(=O)(=O)N=C2CCCCCN23)cc1	28%	-21%	-2%	-1	0.4	9%	9%	-4%	i
CNC(=O)N(O)C1N(C)C(=O)N(Cc2ccccc2)C1(C)C (configuration not stated)	-1%	11%	0%	·	-3.6	19%	-3%	1%	-13%[57.5 µM]
COc1cccc(CNCC2CCCO2)c1 (configuration not stated)	21%	16%	4%	3	-0.1	-6%	-1%	3%	1%
Cc1cc(SCc2cccc(C(F)(F)F)c2)nc(=O)[nH]1	9%	-7%	-6%	3	1.0	2%	11%	-4%	-3%
COc1cccc(C(=O)C2CCCN(Cc3cn(C)nc3-c3ccccc3)C2)c1 (configuration not stated)	?	5%	3%	2	-2.7	5%	?	4%	i
COc1ccc(CC(=O)NCc2nnc(SCC(=O)Nc3cccc(F)c3)n2C)cc1	-11%[0.307 µM]	-4%	8%	-6	0.2	-7%	-1%[0.307 µM]	-3%	i
COC(=O)CCCC[C@@H]1SC[C@@H](NC(=O)OC)[C@@H]1NC(=O)OC	14%	-4%	6%	0	-0.7	5%	39%[activator]	-19%	i
O=C1c2ccccc2-c2ccc(C(=O)N3CCCCC3)cc21	34%[activator]	-28%	8%	9	-1.7	25%	5%	-2%	i
CC(=O)Nc1ccc(OS(=O)(=O)c2ccc(C)cc2C)cc1	?	2%	2%	-3	0.1	16%	4%	2%	-4%
CC[n+]1oc(-c2ccccc2)cc1C	8%	-2%	2%	-3	-0.2	3%	9%	1%	i
O=C(COC(=O)CCCSc1nc2ccccc2[nH]1)Nc1ccc(Oc2ccccc2)cc1	-3%	-16%	3%	-15	-2.9	2%	-3%	5%	-24%
COC(=O)c1ccccc1NC(=O)CSc1nc(O)c(-c2ccccc2)c(=O)[nH]1	7%	5%	1%	-11	-2.0	-2%	1%	-10%	-12%
Cc1cc(S(=O)(=O)NC2CCCCC2)c(C)s1	-14%	-8%	-2%	4	-0.2	9%	20%	-4%	-1%[57.5 µM]
Cc1cc2c3c([nH]c2cc1S(=O)(=O)NCc1ccc(CN2CCCCCC2)o1)CC(C)(C)CC3=O	?	-25%	3%	-2	0.0	4%	-27%	?	i
Cc1ccc(OCCCSc2ncccn2)cc1C	?	-1%	4%	15	2.8	0%	10%	-2%	-19%[57.5 µM]
Cc1ccccc1NC(=O)CSc1nccn1Cc1ccco1	-25%	-7%	0%	6	0.0	17%	-28%	-10%	-4%
O=C(Nc1ccc(Br)c(C(F)(F)F)c1)c1ccccc1	?	-27%	2%	2	-0.5	-3%	?	-5%	-41%[inhibitor]
COc1cc(OC)cc(C(=O)Nc2cc(C)nn2-c2ccccc2)c1	3%	13%	-1%	0	-0.1	10%	-12%	-4%	i
COc1cccc(CNC(=O)CN2C(=O)N(c3cc(C)ccc3C)S(=O)(=O)c3ccccc32)c1OC	?	·	·	·	·	-1%	-7%	·	-18%
CCOc1ccccc1NC(=O)C1=C(C)Nc2ncnn2C1c1sccc1C (configuration not stated)	-6%	·	·	·	·	6%	3%	·	i
Nc1nc(COC(=O)c2ccco2)nc(Nc2ccccc2)n1	32%[activator]	-14%	-3%	-11	-3.5	17%	-1%	5%	-8%
CCOc1ccc(-n2c(SCC(=O)NC)nnc2-c2ccco2)cc1	19%	4%	2%	-6	1.1	-2%	0%	-3%	i
Cc1cc(C)n2nc(N)nc2n1	1%	-12%	-2%	-5	3.8	-1%	4%	2%	-25%
N#CCC(=O)N1CCN(C(c2ccccc2)c2ccccc2)CC1	?	8%	8%	7	0.5	5%	-17%	7%	i
Fc1ccc(-c2cc3ncc4c(n3n2)-c2cc(Cl)ccc2OC4)cc1	12%	·	·	·	·	0%	2%	·	-24%
CN1CCc2c(OCc3ccc(F)cc3)cccc2C1=O	24%	4%	4%	-10	-1.0	6%	-1%	-1%	-30%[inhibitor]
COc1cc(OC)c2c(-c3ccccc3)cc(=O)oc2c1C(CCN1CCCCC1)c1ccc(N(C)C)cc1 (configuration not stated)	0%	0%	-6%	0	-3.5	-5%	6%	-8%	i
O=C(CN1C(=O)NC2(CCc3ccccc32)C1=O)NC1CCCCC1 (configuration not stated)	-5%	-3%	5%	-5	-2.1	-1%	2%	3%	i
CC(=O)Nc1cccc(NC(=O)c2ccc(COc3ccccc3)cc2)c1	11%	-3%	5%	4	-0.1	22%	-2%	2%	-3%
COc1ccc(/C=C/C(=O)OCC(=O)Nc2ccc(S(N)(=O)=O)cc2)cc1OC	26%	4%	6%	-1	-0.2	16%	2%	-8%	-4%
Cc1ccc(C(=O)NCC(=O)N2CCN(c3cccc(Cl)c3)CC2)s1	-41%	11%	1%	-4	-0.4	1%	3%	-18%	-13%
Cc1ccc(-c2nc3ccccc3c(=O)n2O)cc1	?	-11%	2%	-2	0.2	1%	3%	4%	-72%[inhibitor]
CC(C)Nc1nc(Oc2ccc(Cl)cc2Cl)cc(C(F)(F)F)n1	-3%	-4%	2%	12	-0.3	4%	-31%	2%	-18%
CCO/C=C1\SC(=S)N(c2ccc(Cl)cc2)C1=O	-3%	11%	-14%	-5	-0.1	-2%	-5%	?	-11%
CN1C(=O)SC(Nc2ccccc2)C1=O (configuration not stated)	1%	3%	-2%	-6	0.5	-6%	16%	-7%	-3%[57.5 µM]
CCNC(=O)C(C)Oc1ccc(Cl)cc1Cl (configuration not stated)	3%	-10%	-15%	0	-1.2	3%	15%	1%	-2%
COc1ccc(-c2cccc3c2C2CC3CCN2C(=O)OCc2ccccc2)cc1 (configuration not stated)	22µM*	17%	-7%	6	1.5	-1%	1%	-6%	-34%[inhibitor]
CC(C)CN(C(=O)CCCc1nc2ccccc2c(=O)[nH]1)c1c(N)n(Cc2ccccc2)c(=O)[nH]c1=O	16%	-17%	-2%	-7	-4.5	-3%	10%	5%	i
CCOc1ccc(C(=O)Nc2cccc(-c3cc4ccccc4oc3=O)c2)cc1[N+](=O)[O-]	-17%	-26%	3%	-6	0.9	-8%	1%	-10%	-12%
CCn1c(SCC(=O)NNC(=O)c2ccc(OC)cc2)nnc1C1CC1	16%	14%	3%	-4	-2.5	7%	-2%	3%	-30%
COc1ccccc1NC(=O)c1cnc(SCC(=O)NCC2CCCO2)n(C)c1=O (configuration not stated)	-21%	-33%	9%	-3	-0.7	-13%	-15%	-14%	-34%[inhibitor]
Cn1c(CC(=O)Nc2ccc(F)cc2)nnc1SCC(=O)NC1CCCCC1	7%	3%	10%	2	2.0	6%	4%	-6%	i
